KCNQ2 inh = KCNQ2 potassium channel inhibitors, primary screen, cell-based, CHO-K1, FluxOR thallium flux, B-score (AID 2156); Potassium voltage-gated channel subfamily KQT member 2 (Rattus norvegicus), O88943; actives 1.1% (n = 310,000); B-score at 10 µM; 20 min; active compounds read low;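 active = fluorescence ratio B-score at most minus 3 library SDs, with starting brightness B-score within 2 library SDs, cut at about -5.5 in these data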
CHT block = inhibitors of human choline transporter CHT. B-score at 10 µM. High affinity choline transporter 1 (Homo sapiens), Q9GZV3. AID 488975, 2010. CHT-expressing cells, membrane potential dye, choline response; active compounds read low. actives 0.86% (n = 310,000);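 active = B-score over 3 SD under the library average, and starting fluorescence ratio not unusually high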;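 also: choline stimulus applied at its EC90 after an EC20 pre-addition; B-score computed on integrated fluorescence ratio after choline addition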
Target sequence (Q9GZV3 whole entry, looked up): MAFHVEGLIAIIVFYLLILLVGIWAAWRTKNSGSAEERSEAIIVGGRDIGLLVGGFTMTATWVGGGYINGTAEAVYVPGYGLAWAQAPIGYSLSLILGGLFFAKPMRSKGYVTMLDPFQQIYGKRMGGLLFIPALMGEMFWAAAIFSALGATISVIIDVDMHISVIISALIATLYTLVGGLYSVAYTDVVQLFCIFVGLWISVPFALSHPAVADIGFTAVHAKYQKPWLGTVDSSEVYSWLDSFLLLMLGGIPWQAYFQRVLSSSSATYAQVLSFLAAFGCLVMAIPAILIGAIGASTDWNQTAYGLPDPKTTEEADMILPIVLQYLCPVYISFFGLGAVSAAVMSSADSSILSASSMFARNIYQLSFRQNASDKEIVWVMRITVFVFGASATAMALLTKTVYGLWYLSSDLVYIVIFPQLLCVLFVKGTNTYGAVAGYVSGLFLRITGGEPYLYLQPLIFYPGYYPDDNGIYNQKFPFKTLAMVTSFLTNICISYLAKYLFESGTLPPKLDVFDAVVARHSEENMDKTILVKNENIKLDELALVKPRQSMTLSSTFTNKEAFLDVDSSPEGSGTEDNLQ
Kir21 block = inhibitors of mouse Kir2.1 inward-rectifier potassium channel; HEK293-Kir2.1, FluxOR thallium flux fluorescence; active compounds read low; AID 1672, 2009; actives 0.85% (n = 310,000); Inward rectifier potassium channel 2 (Mus musculus), P35561; B-score at 10 µM;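 active = fluorescence ratio B-score at or below minus 3 SD of library scores, with starting-brightness B-score within 2 SD, cut at about -4.2 in these data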;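 also: channel flux triggered by added potassium and thallium sulfate stimulus; B-score of peak minus minimum fluorescence over baseline after thallium stimulus; more negative B-score means stronger Kir2.1 block with less thallium influx; some compounds called inactive have numbers as strong as hits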
Target sequence (P35561 whole entry, looked up): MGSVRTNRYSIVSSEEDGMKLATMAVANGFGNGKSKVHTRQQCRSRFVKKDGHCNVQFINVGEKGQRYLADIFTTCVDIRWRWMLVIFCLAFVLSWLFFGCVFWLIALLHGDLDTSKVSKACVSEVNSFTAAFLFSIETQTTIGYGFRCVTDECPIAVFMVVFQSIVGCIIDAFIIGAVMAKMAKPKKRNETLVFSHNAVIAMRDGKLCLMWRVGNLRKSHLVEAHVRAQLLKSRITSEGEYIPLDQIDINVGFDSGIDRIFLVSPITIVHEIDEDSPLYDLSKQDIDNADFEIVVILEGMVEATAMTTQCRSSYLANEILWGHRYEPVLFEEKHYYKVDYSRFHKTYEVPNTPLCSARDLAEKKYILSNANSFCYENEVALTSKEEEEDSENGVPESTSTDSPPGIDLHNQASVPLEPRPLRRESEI
* hit, by the source's call; i = inactive.

KCNQ2 inh	CHT block	Molecule	Kir21 block
i	i	C/C(CC(=O)NC(C)(C)C)=N\NC(N)=S	-1.3
i	i	C=CCSc1nnc(NC(=O)CSc2nc(CCC)cc(=O)[nH]2)s1	2.7
i	i	Cc1nn(-c2ccccc2Cl)c2sc(C(=O)Nc3nnc(C4CC4)s3)cc12	-0.05
i	i	CCOc1ccc(NC(=O)c2ccc(OC)cc2)cc1	-0.57
i	i	CC1=C(C(=O)OC2CCCCC2)C(c2ccccc2)NC(=O)N1 (configuration not stated)	2.3
i	i	COC(=O)c1ccc(NC(=O)CCN2CCN(c3ccccc3)CC2)cc1	0.7
i	i	CCOC(=O)c1c(NC(=O)C2c3ccccc3Oc3ccccc32)sc(C(=O)N(CC)CC)c1C	0
i	i	O=C(Nc1ccccc1)c1cn2ccccc2n1	1.6
i	i	Cc1ccc(C)c(NC(=S)NC(NC(=O)OCc2ccccc2)C(Cl)(Cl)Cl)c1 (configuration not stated)	-0.99
i	i	O=C(NCCN1CCOCC1)c1ccc2c(c1)N(Cc1ccc(Cl)cc1)C(=O)CS2	-1.4
i	i	COC(=O)c1ccccc1N(Cc1ccccc1)S(C)(=O)=O	1.7
i	i	O=C(CCCN1C(=O)/C(=C\c2cccs2)SC1=S)Nc1ccccn1	-3.1
-5.6*	i	CCOC(=O)COc1c(OC)cc(Cl)cc1C1Nc2ccccc2C(=O)N1c1ccccc1 (configuration not stated)	-0.35
i	i	COCCn1c(=O)c2c(nc3n2CCCN3CCc2ccccc2)n(C)c1=O	-0.4
i	i	COc1cc2c(C(=O)N(C)c3cc(Cl)ccc3OC)cn(C)c(=O)c2cc1OC	-1
i	i	Nc1c(S(=O)(=O)c2cccs2)c2nc3ccccc3nc2n1Cc1ccc2c(c1)OCO2	-0.74
i	i	Cc1ccc(S(=O)(=O)N2CCCNCC2)cc1	0.66
i	i	COc1cccc(/C=N/Nc2nc(N3CCCC3)nc(N3CCCC3)n2)c1O	1.4
i	i	NS(=O)(=O)c1ccc(CNC(=O)C2CCCCC2)cc1	1.3
i	i	Cc1c(C(=O)N2CCCCCC2)c(S(=O)(=O)Nc2cccc(F)c2)c(C)n1C	0.14
i	i	CC(=O)Oc1ccc(C(=O)Nc2cccc3c2CCCC3)cc1	-0.08
i	i	C/C(=N\NC(N)=S)c1ccc2c(c1)OCCO2	-0.08
i	i	CCOc1c(Br)cc(/C=C(\C#N)C(=O)NC2CC2)cc1OC	-0.09
i	i	O=C(OCC(=O)N1CCOCC1)c1ccc(Br)cc1	0.86
i	i	O=C(Nc1ccc(NC(=O)c2sc3ccccc3c2Cl)cc1)c1ccco1	-1.3

The results go on:
KCNQ2 inh	CHT block	Molecule	Kir21 block
i	i	COc1cc(C)ccc1OCc1cc(C(=O)NCCN2CCOCC2)no1	-0.48
i	i	CCCNC(=O)c1ccc(Cl)cc1Cl	-0.19
i	i	C[C@@H]1C[C@H]2[C@@H]3CCC4=CC(=O)C=C[C@]4(C)[C@@]3(F)[C@@H](O)C[C@]2(C)[C@H]1C(=O)CO	0.26
i	i	CCN(Cc1ccncc1)C(=S)NCc1ccccc1	-0.69
i	i	Cc1ccc(/C=N/n2c(C3CCCCC3)n[nH]c2=S)o1	-1.4
i	i	C[C@@H]1CCC(=O)N(CC[C@H](Sc2ccccc2)c2ccccc2)CC1	-0.02
i	i	CC1=C(C)[N+](=O)C2CCCCC2N1[O-] (configuration not stated)	0.68
i	i	CCC/C(=N/NC(=O)c1ccc2c(c1)OCO2)c1cccs1	0.04
i	i	CCOc1ccccc1N1CCN(CC(O)COC2CCCc3ccccc32)CC1 (configuration not stated)	-1.5
i	i	FC(F)(F)c1nc(NCc2cccnc2)c2ccccc2n1	-0.37
i	i	CCNc1cc2n(c(=O)n1)CCc1cc(OC)c(OC)cc1-2	0.49
i	i	O=C(Nc1ccc(F)cc1F)C1CCCN1S(=O)(=O)c1ccc(-c2ccc(=O)[nH]n2)s1 (configuration not stated)	2.6
i	i	CCOC(=O)N1CCN(C(=O)CCN2C(=O)/C(=C\c3ccccc3OC)SC2=S)CC1	-0.06
i	i	Clc1ccc(CNc2ccc3nnc(-c4ccccc4)n3n2)cc1	-0.3
i	i	CCCCNC(=O)Nc1nnc(C(C)(C)C)s1	-0.27
i	i	O=C(Nc1ccc(Cl)c(Cl)c1)Oc1ccc(NC(=O)c2ccco2)cc1	1.4
i	i	COc1ccccc1NC(=O)CSc1nnc(NC(=O)C2CCC2)s1	-1.2
i	i	Cc1nnc(SCc2ccc(Cl)cc2)nc1/C=C/N(C)C	-0.46
i	i	S=C(Nc1cccc(Cl)c1)Nc1ccc2cn[nH]c2c1	0.12
i	i	Cc1cccc2c1N(C)C(=O)C2=O	-0.24
i	i	Cc1cccc(N2CC(O)(c3cccs3)[N+]3=C2CCCCC3)c1 (configuration not stated)	0.68
i	i	COc1ccc2nc(N3CCCC(O)C3)c(C#N)cc2c1 (configuration not stated)	-1.2
i	i	Cc1cccc(NC(=S)NC2CCN(Cc3ccccc3)CC2)c1C	-2
i	i	Cn1c(CNC(=O)c2ccco2)nnc1SCC(=O)N1CCN(c2ccccc2)CC1	0.84
i	i	O=S(=O)(NCc1ccccn1)c1ccccc1	-0.26

Only CHT block and Kir21 block (four entries from above):
Structure	CHT block	Kir21 block
CCC/C(=N/NC(=O)c1ccc2c(c1)OCO2)c1cccs1	i	0.04
CCOc1ccccc1N1CCN(CC(O)COC2CCCc3ccccc32)CC1 (configuration not stated)	i	-1.5
FC(F)(F)c1nc(NCc2cccnc2)c2ccccc2n1	i	-0.37
CCNc1cc2n(c(=O)n1)CCc1cc(OC)c(OC)cc1-2	i	0.49

Additional entries follow:
KCNQ2 inh	CHT block	Molecule	Kir21 block
i	i	Cc1cccc(-c2n[nH]c(=S)n2/N=C/c2ccc(C)s2)c1	-0.81
i	i	CCn1ncc(Br)c1C(=O)Nc1ccc(C(=O)OC(C)C)cc1	0.64
i	i	CCn1c(/C=C/c2cc(Br)ccc2O)nc2ccccc2c1=O	-0.99
i	i	COc1ccc(N2CCN(C3CC(=O)N(C)C3=O)CC2)cc1 (configuration not stated)	-0.73
i	i	CC1=Nc2ccc3ccccc3c2C1(C)C	-1.1
i	i	CC(NC(=O)Nc1ccc([N+](=O)[O-])cc1)C(c1ccccc1)N1CCOCC1 (configuration not stated)	-0.05
i	i	Cc1ccc(CNc2ccc(N3CCOCC3)c(Cl)c2)cc1	0.4
i	i	O=C(COc1ccc(F)cc1)Nc1nnc(-c2ccncc2)s1	-2.1
i	i	CCN(CC)CCCNC(=O)c1cc2nc(-c3ccccc3)cc(C(F)(F)F)n2n1	-0.15
i	i	NC(=O)[C@H]1CC2(CC(c3cccc(NC(=O)[C@H]4CCC(=O)N4)c3)=NO2)CN1C(=O)c1ccccc1C(=O)c1ccccc1 (some centres not stated)	-0.78
i	i	CC(=O)NCCC(=O)Nc1cc(S(=O)(=O)N2CCOCC2)ccc1N1CCOCC1	-0.28
i	i	COc1cc(Br)cc(/C=C/c2ccc3cccc(O)c3n2)c1OC	0.59
i	i	CCCCCC(=O)NCc1c(C(F)(F)F)nn(C)c1N1CCOCC1	0.56
i	i	CCc1nnc(NC(=O)C2CCC(CNc3c(N4CCCCC4)c(=O)c3=O)CC2)s1 (configuration not stated)	0.94
i	i	CC(C)c1ccc(NC2CCCN(C(=O)c3cscn3)C2)cc1 (configuration not stated)	0.04
i	i	COc1ccc2cc(CCNC(=O)c3c(-c4ccccc4Cl)noc3C)c(=O)[nH]c2c1	-0.76
i	i	CC(NCc1cccn1C)c1ccccc1 (configuration not stated)	0.54
i	i	CCOc1cccc(OCCOCCN(C)Cc2ccccc2)c1	-3.2
i	i	CCOC(=O)CN1CC23C=CC(O2)C(C(=O)Nc2ccc(OC)cc2OC)C3C1=O (configuration not stated)	0.48
i	i	CCN1C(=O)c2cccc3c(Cl)ccc1c23	0.71
i	i	O=C(CN1C(=O)c2cccc3cccc(c23)C1=O)N1CCN(c2ccccn2)CC1	-0.03
i	i	CC(=O)Nc1nnc(/C=C/c2cccc([N+](=O)[O-])c2)s1	0.49
i	i	COc1ccc(-c2cc(N)n(S(=O)(=O)c3ccc(C)cc3)n2)c(OC)c1	0.98
i	i	COc1cc(/C=C2\CCCc3c2nc2ccccc2c3C(=O)O)cc(OC)c1O	1.7
i	i	Cc1nc2c(nnn2Cc2ccccc2)c(=O)[nH]1	0.46

Reprinted at random: 5 entries already listed.
KCNQ2 inh	CHT block	Molecule	Kir21 block
i	i	Cc1c(C(=O)N2CCCCCC2)c(S(=O)(=O)Nc2cccc(F)c2)c(C)n1C	0.14
i	i	COc1cc(C)ccc1OCc1cc(C(=O)NCCN2CCOCC2)no1	-0.48
i	i	Cc1cccc(-c2n[nH]c(=S)n2/N=C/c2ccc(C)s2)c1	-0.81
i	i	CC(NCc1cccn1C)c1ccccc1 (configuration not stated)	0.54
i	i	COC(=O)c1ccccc1N(Cc1ccccc1)S(C)(=O)=O	1.7

The results go on:
KCNQ2 inh	CHT block	Molecule	Kir21 block
i	i	CN1Cc2c(N3CCOCC3)nc(SCc3ccccc3)c(C#N)c2CC1(C)C	-0.04
i	i	CC(C)(C)[C@H]1C=C(C(=O)Nc2ccccc2)O[C@@H](OCc2ccc(CO)cc2)C1	0.95
i	i	CCCCN(C)C(=O)c1nc2ccccn2c1CN1CCC[C@H]1CO	0.19
i	i	O=C1CC(Sc2cccs2)C(=O)N1c1ccccc1 (configuration not stated)	-0.05
i	i	Cc1ccc(N(CC(=O)NC2CCCCCC2)S(=O)(=O)c2c(C)nn(C)c2C)cc1	0.12
i	i	O=C(Oc1cccc(OC(=O)c2ccco2)c1)c1ccco1	-5.7*
i	i	COc1cc(C(=O)Nc2nnc(SC)s2)c([N+](=O)[O-])cc1OC	0.77
i	i	O=S(=O)(c1cccs1)N1CCN(CC(O)COc2cccc(Br)c2)CC1 (configuration not stated)	0.02
i	i	COc1ccc2nc(C)cc(SCC(=O)Nc3c(C)cccc3C)c2c1	0.1
i	i	CN(C)CCCNC(=O)CCc1nc2ccccc2c(=O)[nH]1	0.5
i	i	C/C(NC1CCCCC1)=C(/C#N)C(=O)NCCN1CCOCC1	2.7
i	i	CCCCC(=O)Nc1cnc(NC(=O)c2ccco2)cc1C	0.84
i	i	COc1cc(C2C3=C(CCCC3=O)Nc3ccc4ncccc4c32)ccc1O (configuration not stated)	0.53
i	i	CCc1ccc2[nH]c(=O)c(CN(CCCN3CCOCC3)C(=O)Nc3ccc(F)cc3)cc2c1	-0.1
i	i	COc1ccc(CC(=O)N/N=C(\C)CC(=O)Nc2ccc3c(c2)OCCO3)cc1	0.21
i	i	Cn1ccnc1SCC(=O)Nc1ccc2c(c1)COC2=O	0.88
i	i	CC[C@H](C)[C@H](NC(=O)OCc1ccccc1)C(=O)OCC(=O)Nc1ccc(N2CCOCC2)cc1	0.51
i	i	O=C(NCCC1=CCCCC1)c1cc(S(=O)(=O)N2CCOCC2)ccc1Cl	-0.28
i	i	COC(=O)CSc1nnc(NC(=O)c2ccc3c(c2)OCO3)s1	1
i	i	O=C(COC(=O)c1ccc([N+](=O)[O-])o1)NC1CCS(=O)(=O)C1 (configuration not stated)	1.3
i	i	COc1ccc(-n2nc(C)cc2Nc2ccccc2C(=O)O)cc1	-1
i	i	O=C1CC(N2CCN(C(c3ccccc3)c3ccccc3)CC2)C(=O)N1 (configuration not stated)	0.41
i	i	N#Cc1ccc(C(c2nnnn2CCc2ccccc2)N2CCCCCC2)cc1 (configuration not stated)	0.12
i	i	CCCN1CCN(S(=O)(=O)c2cn(C)nc2C)CC1	-0.03
i	i	O=C(CSc1nncs1)NCCNC(=O)CSc1nncs1	-3

Compound profiles, from the list above. Order of screens: KCNQ2 inh | CHT block | Kir21 block
`CC(C)(C)[C@H]1C=C(C(=O)Nc2ccccc2)O[C@@H](OCc2ccc(CO)cc2)C1` in the list: i | i | 0.95
`CN1Cc2c(N3CCOCC3)nc(SCc3ccccc3)c(C#N)c2CC1(C)C` in the list: i | i | -0.04

Continuation.
KCNQ2 inh	CHT block	Molecule	Kir21 block
i	i	O=C(Nc1nc2c(s1)CCCC2)C1CCCN1C(=O)c1cccs1 (configuration not stated)	-0.02
i	i	Clc1ccc(-c2noc(CN(Cc3ccccn3)CC3CCCO3)n2)cc1 (configuration not stated)	-1.8
i	i	COc1ccccc1NC(=S)N(Cc1ccco1)Cc1cc2cc(C)ccc2[nH]c1=O	-0.12
i	i	COc1ccc(C)cc1NC(=O)CN(C)C1CCCCC1	0.32
i	i	CCc1ccc2[nH]c(O)c(N=Nc3nc(-c4ccccc4)cs3)c2c1	0.36
i	i	OCC1(CCc2ccccc2)CCN(Cc2cnc(N3CCCC3)s2)CC1	-2.8
i	i	N/C(=N\OC(=O)CCC(=O)O)c1ncc(C(F)(F)F)cc1Cl	0.54
i	i	O=C(CCCN1C(=O)c2ccccc2C1=O)N1CCOCC1	0.05
i	i	O=S(=O)(c1ccccc1)N1CCN(c2nc3ccccc3s2)CC1	0.09
i	i	COc1cccc(/C=N/NC(=O)c2ccc(COc3ccc(Cl)cc3Cl)o2)c1	0.81
i	i	Cc1ccc(C(=O)NCc2ccc(Cl)c(Cl)c2)o1	0.62
i	i	Nc1ccccc1-n1cccc1	0.17
i	i	CCCCNC(=O)Cn1cnc([N+](=O)[O-])n1	0.05
i	i	Cc1ccccc1OC(=O)Cn1c(C(F)(F)F)nc2ccccc21	0.47
i	i	Cc1c(C)c2ccc(OCC(=O)NCc3ccccn3)cc2oc1=O	-0.39
i	i	CC(C)CNC(=O)C1CCN(S(=O)(=O)c2ccc(-n3cnnn3)cc2)CC1	1.2
i	i	N#Cc1cc(Cl)c(NCC2CCCO2)cc1C#N (configuration not stated)	-0.85

From PubChem
